LDHA block – inhibitors of human lactate dehydrogenase A. activity change, % (values are at about 110 or 230 µM). purified LDHA, NADH/diaphorase-resazurin fluorescence; stronger effect = lower value. AID 1347041. actives 0.15% (n = 480,000). P00338; in the data active = activity change below about -30%; inconclusive = mostly about -25% to -30%;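 note: plate controls were DMSO wells for no effect and wells without enzyme for full effect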
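Resorufin fluorescence (ex540/em590), read at 0 and 20 min after diaphorase/resazurin addition, reports the NADH left after a 5 min room-temperature reaction of 2 nM human LDH5 with 0.06 mM NADH and 0.2 mM pyruvate.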
Starred values were filed as active, the others as inactive; ? = inconclusive.

LDHA block	SMILES
-22	CC(CN1CCN(C)CC1)OC(=O)COc1ccc(F)cc1 (centres undefined)
1	COc1ccc(CN2CCC(C)CC2)cc1
1	Cc1cc(C)n2c(NC3CCCCC3)c(-c3cccnc3)nc2n1
1	COc1ccccc1N1CCN(C(=O)CCNS(=O)(=O)c2ccc3[nH]c(=O)ccc3c2)CC1
5	COc1ccc2[nH]cc(C(C(=O)O)N3CCCC3)c2c1 (centres undefined)
10	COc1cccc(C(=O)Nc2ccc3oc(-c4cccc(Br)c4)nc3c2)c1
3	CCCCCCCCN1C(=O)[C@H](CC(=O)NCCc2ccccc2OC)C[C@@]2(C(=O)OC)CCCCC=C12
1	CN(Cc1ccccc1)c1nc2c(c(=O)n(C)c(=O)n2C)n1CC(O)COc1ccccc1 (centres undefined)
21	COc1cccc(-n2cc(C(=O)O)c3c2C(c2cccc(OC)c2OC)CC(=O)N3)c1 (centres undefined)
1	Cc1ccc(CN2CCCN(C(=O)c3nn(C)c(=O)c4ccccc34)CC2)cc1
-1	C=CCNC(=S)NNC(=O)C(CC)CC(C)(C)O (centres undefined)
5	O=C(Nc1cccc(F)c1)N1CCN(Cc2ccc(Cl)s2)CC1
1	CCCc1c(C)nc(Nc2nc(C)c3cc(CC)ccc3n2)[nH]c1=O
4	Cn1c(=O)c2nc(SCc3ccccc3F)n(C)c2n(C)c1=O
6	COc1ccc2cc(C(=O)N3CCC(C(N)=O)CC3)[nH]c2c1
-10	COC(=O)c1c(C)[nH]c(C(=O)CSc2nncn2C(C)C)c1C
1	O=c1c2c3c(sc2ncn1-c1ccc(Br)cc1)CCCC3
2	CCOc1ccccc1NC(=O)C(OC(=O)c1cc(OC)c(OC)cc1OC)c1ccccc1 (centres undefined)
13	CCOc1ccc(-n2c(C)nc3cc(C(=O)NCc4ccc(F)cc4)ccc32)cc1
-4	CC(C)c1ccc(C(=O)NN)cc1
-22	CCOC(=O)C1=C(CN2CCN(C(=O)OC(C)(C)C)CC2)NC(=O)NC1c1ccccc1OCC (centres undefined)
-1	COc1ccc(NC(=O)c2nc(-c3ccccc3)oc2C)c(OC)c1
11	CC(C)c1ccc(-n2nnnc2SCc2nc3ccccc3[nH]2)cc1
0	Cc1ccc(-c2cc(C(=O)N3CCCCCC3)c3ccccc3n2)s1
-2	COCCn1c(C(=O)NCc2ccncc2)nc2ccccc2c1=O
4	CCCc1[nH]nc2c1C(c1ccccc1)C(C#N)=C(N)O2 (centres undefined)
3	Cc1ccc(-c2nc(CSCC(=O)NCCCOC(C)C)c(C)o2)cc1
8	CCC(C)(C)C(=O)N1CCC(C(=O)NC2CCCCCC2)CC1
-7	CCNC(=O)NC(=O)C(C)N(C)Cc1ccc(F)cc1 (centres undefined)
6	COc1ccccc1/C=C/c1nc(C#N)c(NCc2ccc(F)cc2)o1
1	CC(CC(=O)NCc1ccc(F)cc1)S(=O)(=O)c1ccc2c(c1)CCN2C(=O)C1CC1 (centres undefined)
8	CC(C)CNC(=O)Cc1ccc(-n2c(=O)c3ccccc3n(Cc3ccccc3F)c2=O)cc1
-7	COc1ccc(/C=N/O)cc1OC
-1	CNC(=O)c1ccc(-c2nc(CN3CCN(C(=O)Nc4ccc(C)c(C)c4)CC3)c(C)o2)cc1
-2	CC(C)(C)NC(=O)C1CC1
-1	Cn1nc(C(=O)NCc2nnc3n2CCCCC3)c2ccccc2c1=O
-3	O=c1[nH]c(SCc2ccc(C(F)(F)F)cc2)nc2c1cnn2CCO
6	N#Cc1nc(COc2ccccc2)oc1NCc1ccccc1Cl
7	CCCSc1nc(N)c2c3c(sc2n1)CCCC3C (centres undefined)
15	CCc1ccc(-n2c(C)nnc2SCc2nc(-c3ccccc3OC)no2)cc1
1	Cc1ccc(NC(=O)COCC(=O)N(c2ccccc2)c2ccccc2)cc1
4	O=C(CSc1nnnn1C1CCCC1)NC(c1ccc(F)cc1)c1cccs1 (centres undefined)
-6	CC1(C)C2CC=C(/C=N/NC(=S)NCc3ccccc3)C1C2 (centres undefined)
4	Cc1ccc(CNc2nc3c(c(=O)[nH]c(=O)n3C)n2CCCc2ccccc2)cc1
0	CCCCc1nc(NCCN(C)C)c(C#N)c2c1CCCC2
14	Cc1ccc(-c2nc(C)sc2CC(=O)NCC23CC4CC(CC(C4)C2)C3)cc1
-20	Cc1cc(NC(=O)CNc2cc(S(=O)(=O)N3CCCCC3)ccc2Oc2ccccc2)no1
-4	CCC(C)n1c(SCC(=O)N2CCOCC2)nc2c1c(=O)n(C)c(=O)n2C (centres undefined)
11	O=[N+]([O-])c1ccc(CON=C2CCC3(CC2)OCCO3)cc1
6	CCOC(=O)c1ccc(-c2ccc(/C=C/C(=O)c3cccc(N4CCOCC4)c3)o2)cc1
-8	Cc1ccc(S(=O)(=O)N2CCC(=O)N([C@H](COCc3ccc(Cl)cc3Cl)Cc3ccccc3)CC2)cc1
-12	CCOc1cc(C(=O)N2N=C(C)CC2(O)C(F)(F)F)ccc1OC(F)F (centres undefined)
2	Nc1nccnc1C(=O)NCC1Cc2ccccc2O1 (centres undefined)
9	O=C(CNc1nc(Nc2ccccc2)nc(Nc2ccccc2)n1)Nc1ccccc1
-3	Cc1cc(C(=O)CSc2n[nH]c(C3CC3)n2)c(C)n1C1CC1
-2	CC(Sc1nc(NC2CC2)c2ccccc2n1)C(=O)N(C)C (centres undefined)
-1	Cc1cc(=O)oc2cc(OC/C(=N\O)c3ccc(Cl)cc3)c(Cl)cc12
6	CCCOc1ccc(NC(=O)c2cccc(OCC)c2)c2cccnc12
1	CCCCOCCCNC(=O)C[C@@H]1C[C@@]2(C(=O)OCC)CCC=C2N(Cc2ccco2)C1=O
2	O=C(O)c1nn(CCOc2ccccc2)c(=O)c2ccccc12

Next entries:
LDHA block	SMILES
-6	COCCn1c(-n2nc(C)c(C)c2C)nc2c1c(=O)[nH]c(=O)n2C
-1	Cc1c(N(Cc2cccc(Cl)c2)S(C)(=O)=O)c(=O)n(-c2ccccc2)n1C
11	CC(C)c1ccccc1OCC(=O)Nc1cc(C(F)(F)F)ccc1N1CCOCC1
-2	C=CCNC(=O)c1nn(Cc2ccccc2)c(=O)c2ccccc12
-2	Cc1ccc2nc(-c3ccccc3)cc(C(=O)OCc3ccc(-c4ccccc4)cc3)c2c1
15	CCOc1cc(C(c2c[nH]c3ccccc23)c2c[nH]c3ccccc23)ccc1O
-7	CCc1c(C)nc2n(c1=O)CN(Cc1cccnc1)CN2c1ccc(F)cc1
0	O=C(Cn1cc(Br)c(=O)[nH]c1=O)N1CCCCCC1
11	COc1ccccc1-c1nc2ccccc2n(CC(C)C)c1=O
2	O=C(NCC1CCN(C2CCCC2)C1)Nc1ccccc1Cl (centres undefined)
10	CCN(CC)S(=O)(=O)c1ccc2c(c1)nc(SCC(=O)Nc1ccc(C)cc1)n2CC
1	CCOc1cc(C#N)ccc1OCC(=O)c1ccc2c(c1)CCCC2
12	Cc1cccc(NC(=O)/C=C/c2cccs2)c1C
-5	CSc1ccc(C(C)=O)cc1
3	CCc1ccccc1NC(=O)Nc1cn(C)c(=O)c2ccccc12
6	Cc1cc(Nc2cc(F)ccc2F)n2nc(-c3ccco3)nc2n1
-3	Cc1ccccc1S(=O)(=O)N1CCN(S(=O)(=O)c2ccc3c(c2)OCCO3)CC1
2	Cc1cc(=O)oc2cc(OCC(=O)N(C)C3(C#N)CCCCC3)ccc12
?	COc1cc(OC)c(C(=O)Nc2nnc(C)s2)cc1OC
-6	O=C(NCc1ccccc1)n1cc(P(=S)(c2ccccc2)c2ccccc2)c2ccccc21
10	CSc1cccc(Nc2nc(N)c(C(=O)c3ccccc3F)s2)c1
-9	CCCNC(=O)c1ccc(NC(=O)CCc2ccccc2)cc1
-7	COc1ccc(-c2nc(CS(=O)(=O)CC(=O)NCc3ccc(OC(C)C)cc3)c(C)o2)cc1
-1	N#Cc1ccccc1CNc1ccc(Cl)cc1F
1	O=C(Nc1ccc(-c2nc3ccccc3o2)cc1)c1cccc(F)c1
7	CC(C)Oc1ccc(/C(O)=C2\C(=O)C(=O)N(c3nccs3)C2c2ccc(C(C)C)cc2)cc1 (centres undefined)
4	CC(C)CCCNC(=O)c1cn(C)c2ccccc12
-1	COc1cccc(OC)c1C(=O)Nc1cc(C)c(O)c(-c2nc3cc(C)ccc3o2)c1
-1	CC(Oc1ccc(C#N)cc1)C(=O)NC(C1CC1)C1CC1 (centres undefined)
-9	CCC(CC)NC(=O)Nc1ccc(Cl)cc1Cl
18	CCCn1c(C)cc(C(=O)CSc2nnc(-c3ccncc3)n2-c2ccccc2)c1C
-5	O=C(O)C/C(=C/c1c(Cl)cccc1Cl)c1nc2ccccc2o1
0	CC(Oc1ccccc1F)C(=O)Nc1cccc(-c2nc3ccccc3o2)c1 (centres undefined)
-3	N#CC1(NC(=O)CSc2ncccn2)CCCC1
6	Cc1c(-c2ccccc2)oc2c(C(=O)N3CCCC(C)C3)cccc2c1=O (centres undefined)
-1	Cc1ccc(CNC(=O)C2CCN(c3nc4c(C)cc(C)cc4s3)CC2)cc1
-5	O=C(NCc1ccc(Br)cc1)c1n[nH]c2c1CCCC2
16	Cc1ccc2nc(/C(C#N)=C\C3CC4C=CC3C4)[nH]c2c1 (centres undefined)
2	O=C(O)c1cccc(CSc2ccc3c(c2)OCCO3)c1
8	Cc1ccc(S(=O)(=O)NCC2CN(Cc3ccccc3)CCO2)c(Br)c1 (centres undefined)
0	Cc1ccc(S(=O)(=O)N(CC(N)=O)Cc2c(F)cccc2Cl)cc1
-2	[O-][n+]1onc(-c2ccccc2)c1/C=N/O
0	Cc1ccccc1-c1cc(C(=O)Nc2nncs2)c2ccccc2n1
7	O=C(COc1ccc(Cl)cc1Br)OCC(=O)c1ccc(-c2ccccc2)cc1
-1	CC(=O)N1CCC2(CC1)Oc1ccc(Br)cc1C1CC(c3ccncc3)=NN12 (centres undefined)
7	CN(Cc1ccccc1)C(=O)CSc1ncnc2sc3c(c12)CCC3
1	CCCNC(N)=S
6	Cc1c(Cl)cccc1NC(=O)NCC1CCN(CCc2ccccc2)C1 (centres undefined)
-8	COC(=O)c1ccccc1NC(=O)c1nn(C2CCS(=O)(=O)C2)c2c1CCCC2 (centres undefined)
-5	O=C(NCCc1c[nH]c2ccccc12)C(=O)Nc1ccccc1F
9	COC(=O)c1ccc(/C=C/C(=O)c2cccc(N3CCOCC3)c2)cc1
-3	O=C(c1ccccc1F)N1CCN(C(=O)c2c[nH]c3ccccc23)CC1
-2	COc1ccc(CNC(=O)Cc2c(C)c3cc(Cl)c(OC)cc3oc2=O)cc1
-1	CC(=O)Nc1ccc(SCC(=O)c2ccc3c(c2)CCC3)cc1
-10	CC(OC(=O)c1csc(NCc2ccccc2)n1)C(=O)NC1(C#N)CCCCC1 (centres undefined)
1	CC(C)C(NC(=O)C(c1ccccc1)c1ccccc1)C(=O)O (centres undefined)
2	CCN1C(=O)N/C(=C/c2cn(CC(=O)Nc3ccccc3)c3ccccc23)C1=O
79	Cc1nc2c(cc(OCC(O)COc3ccc(C#N)cc3)c3ccsc32)s1 (centres undefined)
-2	O=C1Cc2cc(S(=O)(=O)N3CCN(c4ccc(F)cc4)CC3)ccc2N1
0	O=C(O)c1nnn(-c2ccccc2)c1C(F)(F)F

Part of the list above, field by field:
Nc1nccnc1C(=O)NCC1Cc2ccccc2O1 (centres undefined)
- LDHA block: 2
O=C(CNc1nc(Nc2ccccc2)nc(Nc2ccccc2)n1)Nc1ccccc1
- LDHA block: 9
Cc1cc(C(=O)CSc2n[nH]c(C3CC3)n2)c(C)n1C1CC1
- LDHA block: -3

Next results follow:
LDHA block	SMILES
1	O=C(NC1CCCC(C(F)(F)F)C1)c1ccc(CN2CCCCC2)cc1 (centres undefined)
0	CN1CCN(c2oc(-c3ccco3)nc2C#N)CC1
-23	CCCCc1nnc(NC(=O)c2ccc3ccn(C)c3c2)s1
2	CC1(C)C2CCC1(C)C(OC(=O)C[N+]1(C)CCOCC1)C2 (centres undefined)
5	Cc1ccc(CCNC(=O)c2cc(C)nc3c(C)cc(C)cc23)cc1
2	Cc1ccccc1-c1nnn(CCC(=O)Nc2sc3c(c2C#N)CCCC3)n1
15	Cc1nc(C#N)c(N2CCN(C(=O)CN3CCCCC3)CC2)o1
-6	CN(Cc1ccccc1)C(=O)[C@@H]1CCCN1C(=O)[C@@H]1CCCN1C(=O)c1c(F)cccc1F
4	CC(C)=CC(=O)N(Cc1cccs1)C1CC1
-2	CCOc1ccc(CCC2CCN(C(=O)Nc3ccccc3OC)CC2)cc1
-16	CCCNc1nc(-c2ccc(Cl)cc2Cl)cs1

Of the compounds above, 14 contain a Cl atom:
LDHA block	SMILES
5	O=C(Nc1cccc(F)c1)N1CCN(Cc2ccc(Cl)s2)CC1
6	N#Cc1nc(COc2ccccc2)oc1NCc1ccccc1Cl
-8	Cc1ccc(S(=O)(=O)N2CCC(=O)N([C@H](COCc3ccc(Cl)cc3Cl)Cc3ccccc3)CC2)cc1
-1	Cc1cc(=O)oc2cc(OC/C(=N\O)c3ccc(Cl)cc3)c(Cl)cc12
-1	Cc1c(N(Cc2cccc(Cl)c2)S(C)(=O)=O)c(=O)n(-c2ccccc2)n1C
2	O=C(NCC1CCN(C2CCCC2)C1)Nc1ccccc1Cl (centres undefined)
-1	N#Cc1ccccc1CNc1ccc(Cl)cc1F
-9	CCC(CC)NC(=O)Nc1ccc(Cl)cc1Cl
-5	O=C(O)C/C(=C/c1c(Cl)cccc1Cl)c1nc2ccccc2o1
0	Cc1ccc(S(=O)(=O)N(CC(N)=O)Cc2c(F)cccc2Cl)cc1
7	O=C(COc1ccc(Cl)cc1Br)OCC(=O)c1ccc(-c2ccccc2)cc1
6	Cc1c(Cl)cccc1NC(=O)NCC1CCN(CCc2ccccc2)C1 (centres undefined)
-2	COc1ccc(CNC(=O)Cc2c(C)c3cc(Cl)c(OC)cc3oc2=O)cc1
-16	CCCNc1nc(-c2ccc(Cl)cc2Cl)cs1

High-throughput results as filed in PubChem BioAssay.

This is a subset; count on the stated rates, not on these rows.
